Pf apPOL block: Pf-apPOL DNA polymerase inhibition; inhibition, % at 10 µM; Recombinant Pf-apPOL, molecular beacon fluorescence, 1.5 h; AID 1794808; actives 0.25% (n = 210,000)
mHTT-CaM PPI inh: inhibitors of human mutant huntingtin-calmodulin interaction | P42858 | AlphaScreen His-mHTT/GST-CaM binding, luminescence | inhibition, % at 15 µM | actives 3.6% (n = 190,000);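 note: 0% = both proteins with DMSO and 100% = one protein alone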
* marks the source's active call; other numbers are inactive results; & = joins results of further samples. Cut-off read from the data, not from the text of the source: active = inhibition above about 50%; inactive = the rest.

For CCCC1N=C(c2ccc(OC)cc2)CC(c2ccccc2O)N1 (stereo unspecified) the results were Pf apPOL block -3 and mHTT-CaM PPI inh 24.
Screening O=C(c1ccco1)N1CCC(CCOCc2ccccc2F)CC1 returned Pf apPOL block -5 and mHTT-CaM PPI inh 2.
CCN(CC)CC(=O)Nc1c2c(nc3c1CCC3)CCC2 was read as Pf apPOL block 1 and mHTT-CaM PPI inh -3.
OC(COC12CC3CC(CC(C3)C1)C2)CSc1ccccn1 (stereo unspecified) was read as Pf apPOL block 1 and mHTT-CaM PPI inh -3.
For CCOc1ccc(S(=O)(=O)Nc2cccc(OC)c2)c2cccnc12 the results were Pf apPOL block -6 and mHTT-CaM PPI inh 9.
Screening O=C(C1CCN(c2cncnc2N2CCCCC2)CC1)N1CCC2(CC1)OCCO2 returned Pf apPOL block -2 and mHTT-CaM PPI inh 6.
Screening O=C1CCCN1S(=O)(=O)c1ccc([N+](=O)[O-])cc1 returned Pf apPOL block -7 and mHTT-CaM PPI inh -6.
`Cc1ccc(NC(=O)C2CC(=O)N(Cc3cccc(Br)c3)C2)cc1C` (stereo unspecified) gave Pf apPOL block 5 and mHTT-CaM PPI inh -6.
For COc1cccc(NC(=O)N2CCC3(C2)C(=O)N(C)c2ccccc23)c1 (stereo unspecified) the results were Pf apPOL block -5 and mHTT-CaM PPI inh -3.
For COc1cc(C(=O)N2CCC(CC(=O)NCc3ccc(C)o3)CC2)cc(OC)c1OC the results were Pf apPOL block -4 and mHTT-CaM PPI inh -1.
Screening c1ccc(Nc2nc(-c3ccccc3)[n+](-c3ccccc3)s2)cc1 returned Pf apPOL block -8 and mHTT-CaM PPI inh 22.
Cc1ccc(S(=O)(=O)Nc2cccc3ccc(C)nc23)cc1 was read as Pf apPOL block -8 and mHTT-CaM PPI inh 1.
Cc1cccc(NC(=O)CCCN2C(=O)c3cccnc3C2=O)c1 was read as Pf apPOL block -70 and mHTT-CaM PPI inh 12.
CN(C)c1ccc(C2=NN(C=O)C(c3ccccc3)C2)cc1 (stereo unspecified) was read as Pf apPOL block 8 and mHTT-CaM PPI inh 35.
`N#Cc1cccc(C(=O)N2CCC(CCOc3ccccc3F)CC2)c1` gave Pf apPOL block 2 and mHTT-CaM PPI inh 0.
Screening CC(=O)C1=C(C)NC(SCC(=O)c2ccccc2)=C(C#N)C1c1ccccc1[N+](=O)[O-] (stereo unspecified) returned Pf apPOL block 0 and mHTT-CaM PPI inh 39.
For CSc1nnc2c(n1)OC(c1ccncc1)Nc1ccc(Br)cc1-2 (stereo unspecified) the results were Pf apPOL block -5 and mHTT-CaM PPI inh 54*.
Cc1cccc(CN2CCN(c3ccccn3)CC2)c1 was read as Pf apPOL block 4 and mHTT-CaM PPI inh -3.
For CS(=O)(=O)N1CCc2cc(NC(=O)c3cccc(Br)c3)ccc21 the results were Pf apPOL block -7 and mHTT-CaM PPI inh 4.
For CC(=O)Nc1ccc2nc(SCC(=O)c3ccccc3)sc2c1 the results were Pf apPOL block -6 and mHTT-CaM PPI inh 1.
Screening O=C(NCCCc1ccccc1)c1ccccc1O returned Pf apPOL block 4 and mHTT-CaM PPI inh -19.
For Cc1cc(Br)ccc1NC1OC(=O)c2ccccc21 (stereo unspecified) the results were Pf apPOL block -4 and mHTT-CaM PPI inh -6.
Cc1nn(-c2ccc(C(=O)N3CCCC3)cc2)c2c1C(=O)CC(C)(C)C2 was read as Pf apPOL block 5 and mHTT-CaM PPI inh -3.
For CC(=O)NCc1csc(C2CCN(S(=O)(=O)c3cccc(F)c3)CC2)n1 the results were Pf apPOL block -3 and mHTT-CaM PPI inh 11.
Screening CC1CCC2(OC1)OC1CC3C4CCC5CC(O)CCC5(C)C4CCC3(C)C1C2C (stereo unspecified) returned Pf apPOL block 0.
For CN(C)C=NC(=S)c1sccc1COc1ccc(Cl)cc1 the results were Pf apPOL block 2.
Screening Cc1cc([N+](=O)[O-])nn1CC(=O)Nc1sc2c(c1C#N)CCCCC2 returned Pf apPOL block 0 and mHTT-CaM PPI inh 5.
O=C(c1cnn2ccc(C3CCN(C(=O)C4CCCC4)CC3)cc12)N1CCCC1 was read as Pf apPOL block -2 and mHTT-CaM PPI inh 1.
Cc1cccc(NC(=O)CN2CCC3(CC2)N=C(c2ccc(F)cc2)C(=O)N3)c1 was read as Pf apPOL block -1 and mHTT-CaM PPI inh -8.
Screening N#Cc1ccc(-c2ccncc2)nc1SCc1ccc(F)cc1 returned Pf apPOL block -9 and mHTT-CaM PPI inh 3.
`Cc1ccc(NC(=O)c2cccs2)nc1` gave Pf apPOL block -8 and mHTT-CaM PPI inh -7.
Screening NC(=O)c1nn(-c2ccccc2)nc1NC(=O)COc1ccccc1Cl returned Pf apPOL block -14 and mHTT-CaM PPI inh -3.
Screening O=C(CSc1ncccc1C(=O)NCc1ccc(Cl)c(Cl)c1)NCc1ccccc1 returned Pf apPOL block -5 and mHTT-CaM PPI inh 1.
Screening C=CCNC(=O)c1csc2c1CCCC2 returned Pf apPOL block -2 and mHTT-CaM PPI inh 3.
`CCOc1ccc2nc(SCC(=O)Nc3ccc4c(c3)OCO4)sc2c1` gave Pf apPOL block 11 and mHTT-CaM PPI inh 6.
For Cc1ccccc1COc1coc(CN2CCc3ccccc32)cc1=O the results were Pf apPOL block -2 and mHTT-CaM PPI inh 24.
Screening Cc1cc(NS(=O)(=O)c2ccc(NC(=O)c3ccc(C)c(Br)c3)cc2)no1 returned Pf apPOL block -6 and mHTT-CaM PPI inh 2.
`O=S(=O)(Nc1ccc2[nH]ccc2c1)c1cccs1` gave Pf apPOL block -8.
For c1ccc(-n2cccc2CNC2CCCCC2)cc1 the results were Pf apPOL block 6 and mHTT-CaM PPI inh 7.
`Cc1cccc(C(=O)Nc2nccn(-c3ccc4c(c3)CCC4)c2=O)c1` gave Pf apPOL block 0 and mHTT-CaM PPI inh 21.
Screening c1ccc(CN2CCc3nc(N4CCCC4)ncc3C2)cc1 returned Pf apPOL block 6 and mHTT-CaM PPI inh 48.
`CC(=O)C(C=Nc1c(F)cccc1Cl)=C(C)O` gave Pf apPOL block -5&-3.
Screening O=S(=O)(c1ccc(Cl)s1)N1CCN(Cc2ccccc2)CC1 returned Pf apPOL block -6&-2.
`O=C1c2cccc([N+](=O)[O-])c2C(=O)N1n1cnnc1` gave Pf apPOL block -5 and mHTT-CaM PPI inh -8.
COc1ccc(CN2CCN(c3ccc([N+](=O)[O-])cc3)CC2)c(OC)c1 was read as Pf apPOL block -5 and mHTT-CaM PPI inh 18.
O=c1[nH]cnc2c1sc1nc(N3CCOCC3)c3c(c12)CCCC3 was read as Pf apPOL block -8 and mHTT-CaM PPI inh -5.
For Cc1cccc(-c2ncc(C(=O)NC3CC3)c(N3CCCCC3)n2)c1 the results were Pf apPOL block -3 and mHTT-CaM PPI inh 10.
Cc1ccsc1C(=O)N1CCC(Nc2ncnc3c2CCC3)CC1 was read as Pf apPOL block 2 and mHTT-CaM PPI inh 9.
`O=C(CSc1nc2ccccc2c(=O)n1Cc1ccc2c(c1)OCO2)NCCC1=CCCCC1` gave Pf apPOL block -2 and mHTT-CaM PPI inh -5.
For CCc1cccc(NC(=O)Cn2ccc3c(=O)[nH]ccc32)c1 the results were Pf apPOL block 30 and mHTT-CaM PPI inh 16.
For Cc1sc2ncnc(SCC(=O)Nc3ccccc3F)c2c1C the results were Pf apPOL block -4 and mHTT-CaM PPI inh 0.
O=C(c1ccccc1)c1cc(Cl)ccc1N1C(=O)C=CC1=O was read as Pf apPOL block -16.
Screening Cc1ccsc1/C=C1/N=C(c2cccc([N+](=O)[O-])c2C)OC1=O returned Pf apPOL block -3 and mHTT-CaM PPI inh -4.
Screening Cc1cccn2c(=O)c3cc(C(=O)NCc4ccco4)c(=N)n(C4CCCCC4)c3nc12 returned Pf apPOL block 8 and mHTT-CaM PPI inh 18.
Screening Cc1ccccc1-c1nnn(Cc2ccc(Cl)cc2)n1 returned Pf apPOL block -8&-7 and mHTT-CaM PPI inh -49&-12.
`Cc1nc2c(C(=O)NCCCN3CCOCC3)c[nH]n2c(=O)c1Cc1ccc(F)cc1Cl` gave Pf apPOL block 4 and mHTT-CaM PPI inh 41.
`CC1(C)NC(=O)N(CC(O)CN(Cc2ccccc2)Cc2ccccc2)C1=O` (stereo unspecified) gave Pf apPOL block 0 and mHTT-CaM PPI inh 10.
For O=C(NCCSCc1c(F)cccc1Cl)c1ccc2nccnc2c1 the results were Pf apPOL block -12.
`COc1ccc(-c2cn3ccn(-c4ccc(F)c(Cl)c4)c(=O)c3n2)cc1OC` gave Pf apPOL block 11 and mHTT-CaM PPI inh -2.
Screening O=C1c2ccc([N+](=O)[O-])cc2C(=O)N1c1ccc(Cl)cn1 returned Pf apPOL block -4 and mHTT-CaM PPI inh -3.
CCn1c(N2CCCC(C(=O)Nc3cc(OC)cc(OC)c3)C2)cc(=O)n(C)c1=O (stereo unspecified) was read as Pf apPOL block -11 and mHTT-CaM PPI inh 37.
For CC(C)(C)c1ccc(S(=O)(=O)N2CCNCC2)cc1 the results were Pf apPOL block -5 and mHTT-CaM PPI inh 0.
Screening Cc1cn(S(=O)(=O)c2c(C)c(C)cc(C)c2C)cn1 returned Pf apPOL block 0 and mHTT-CaM PPI inh -4.
Screening O=S(=O)(c1ccc(-c2csc(-c3cccnc3)n2)cc1)N1CCCC1 returned Pf apPOL block -12 and mHTT-CaM PPI inh 8.
For CCCCOc1ccc(-c2nc(C=Nc3cccnc3)c(O)o2)cc1 the results were Pf apPOL block 2 and mHTT-CaM PPI inh 1.
Screening CCN(CC)C(=O)c1oc2ccc(S(=O)(=O)N3CC(C)CC(C)C3)cc2c1C (stereo unspecified) returned Pf apPOL block 10 and mHTT-CaM PPI inh 8.
CC(=CC(=O)O)C(=Cc1cccnc1)C(=O)O was read as Pf apPOL block 6&-5.
`Cc1cc(C(=O)Nc2ccc(C(=O)O)cc2)c(C)o1` gave Pf apPOL block -2 and mHTT-CaM PPI inh -3.
Screening Cc1ccc(C=C2Oc3cc(OCC(=O)OC(C)C)ccc3C2=O)o1 returned Pf apPOL block -4 and mHTT-CaM PPI inh -6.
O=C(Nc1ccc(F)c(F)c1)c1csc(-c2ccc(N3CCCCC3)nc2)n1 was read as Pf apPOL block -2 and mHTT-CaM PPI inh -7.
Screening COc1ccc(Cl)cc1C(=O)Nc1ccc(S(=O)(=O)N2CCOCC2)cc1 returned Pf apPOL block 2 and mHTT-CaM PPI inh 8.
`CCCN1C(=O)COc2ccc(-c3noc(C4CCC4)n3)cc21` gave Pf apPOL block -1 and mHTT-CaM PPI inh -21.
Screening Cc1sc(NC(=O)c2ccccc2)c(C(=O)NCCN(C)C)c1C returned Pf apPOL block -3 and mHTT-CaM PPI inh -7.
Screening O=C(CN1CCCC1)N1CCCc2c1c(=O)oc1ccc(OCc3ccccc3)cc21 returned Pf apPOL block -3 and mHTT-CaM PPI inh 0.
`O=C(NCCN1CCCC1)C1CCN(S(=O)(=O)N2CCC3(CC2)OCCO3)CC1` gave Pf apPOL block -14 and mHTT-CaM PPI inh 1.
Screening Cc1ccccc1OCC(=O)N1CCCC1c1nc(-c2cccc(Cl)c2)no1 (stereo unspecified) returned Pf apPOL block -5 and mHTT-CaM PPI inh 45.
For O=C(NCCOC12CC3CC(CC(C3)C1)C2)c1cc2cc(Br)ccc2oc1=O the results were Pf apPOL block -8 and mHTT-CaM PPI inh 2.
For Cc1ccccc1N1CCN(C(=O)c2cc3c(s2)CCN(C(=O)c2ccccc2)C3)CC1 the results were Pf apPOL block -2 and mHTT-CaM PPI inh 7.
Screening O=c1[nH]c2cccnc2n1-c1ccccc1 returned Pf apPOL block -8 and mHTT-CaM PPI inh -4.
Screening CC(=O)NCCc1csc(C2CCN(C(=O)Nc3ccc(C)c(Cl)c3)CC2)n1 returned Pf apPOL block -4 and mHTT-CaM PPI inh 29.
For Cc1c(C(=O)NC2CCCc3ccccc32)oc2ccc(S(=O)(=O)N3CCCCC3)cc12 (stereo unspecified) the results were Pf apPOL block -8 and mHTT-CaM PPI inh -1.

Molecules shown so far that contain a thiophene ring, fused or not:
For CN(C)C=NC(=S)c1sccc1COc1ccc(Cl)cc1 the results were Pf apPOL block 2.
Screening Cc1cc([N+](=O)[O-])nn1CC(=O)Nc1sc2c(c1C#N)CCCCC2 returned Pf apPOL block 0 and mHTT-CaM PPI inh 5.
`Cc1ccc(NC(=O)c2cccs2)nc1` gave Pf apPOL block -8 and mHTT-CaM PPI inh -7.
Screening C=CCNC(=O)c1csc2c1CCCC2 returned Pf apPOL block -2 and mHTT-CaM PPI inh 3.
`O=S(=O)(Nc1ccc2[nH]ccc2c1)c1cccs1` gave Pf apPOL block -8.
Screening O=S(=O)(c1ccc(Cl)s1)N1CCN(Cc2ccccc2)CC1 returned Pf apPOL block -6&-2.
O=c1[nH]cnc2c1sc1nc(N3CCOCC3)c3c(c12)CCCC3 was read as Pf apPOL block -8 and mHTT-CaM PPI inh -5.
Cc1ccsc1C(=O)N1CCC(Nc2ncnc3c2CCC3)CC1 was read as Pf apPOL block 2 and mHTT-CaM PPI inh 9.
For Cc1sc2ncnc(SCC(=O)Nc3ccccc3F)c2c1C the results were Pf apPOL block -4 and mHTT-CaM PPI inh 0.
Screening Cc1ccsc1/C=C1/N=C(c2cccc([N+](=O)[O-])c2C)OC1=O returned Pf apPOL block -3 and mHTT-CaM PPI inh -4.
Screening Cc1sc(NC(=O)c2ccccc2)c(C(=O)NCCN(C)C)c1C returned Pf apPOL block -3 and mHTT-CaM PPI inh -7.
For Cc1ccccc1N1CCN(C(=O)c2cc3c(s2)CCN(C(=O)c2ccccc2)C3)CC1 the results were Pf apPOL block -2 and mHTT-CaM PPI inh 7.

Screens deposited in PubChem BioAssay by University of Kansas High Throughput Screening Laboratory.
